Source: PubChem
TMEM16A inh – inhibitors of mouse TMEM16A calcium-activated chloride channel | HEK293 TMEM16A/YFP iodide influx fluorescence, ionomycin | normalized B-score (activity score, 25-100; higher = stronger inhibition) at 10 µM | Q8BHY3 | AID 588511 | hit rate 1.2% among 310,000;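 active = ratio plate-corrected score three or more library SD toward inhibition, starting fluorescence score within five deviations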;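 note: score derived from kinetic fluorescence span divided by baseline fluorescence per well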
hERG protect – shields human hERG channel from block by proarrhythmic agents; Q12809; hit rate 0.51% among 310,000; activation (rescue from dofetilide block), less the hit threshold, % at 10 µM; CHO-hERG, FluxOR thallium flux, dofetilide IC70 present;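 active = activation above the mean of controls blocked by dofetilide plus 5 SD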;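 note: thallium influx through hERG after potassium depolarization seen as dye fluorescence rise; in these data hits start at about 4.7%; inactives centre near -7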
Target sequence (Q12809 whole entry, looked up): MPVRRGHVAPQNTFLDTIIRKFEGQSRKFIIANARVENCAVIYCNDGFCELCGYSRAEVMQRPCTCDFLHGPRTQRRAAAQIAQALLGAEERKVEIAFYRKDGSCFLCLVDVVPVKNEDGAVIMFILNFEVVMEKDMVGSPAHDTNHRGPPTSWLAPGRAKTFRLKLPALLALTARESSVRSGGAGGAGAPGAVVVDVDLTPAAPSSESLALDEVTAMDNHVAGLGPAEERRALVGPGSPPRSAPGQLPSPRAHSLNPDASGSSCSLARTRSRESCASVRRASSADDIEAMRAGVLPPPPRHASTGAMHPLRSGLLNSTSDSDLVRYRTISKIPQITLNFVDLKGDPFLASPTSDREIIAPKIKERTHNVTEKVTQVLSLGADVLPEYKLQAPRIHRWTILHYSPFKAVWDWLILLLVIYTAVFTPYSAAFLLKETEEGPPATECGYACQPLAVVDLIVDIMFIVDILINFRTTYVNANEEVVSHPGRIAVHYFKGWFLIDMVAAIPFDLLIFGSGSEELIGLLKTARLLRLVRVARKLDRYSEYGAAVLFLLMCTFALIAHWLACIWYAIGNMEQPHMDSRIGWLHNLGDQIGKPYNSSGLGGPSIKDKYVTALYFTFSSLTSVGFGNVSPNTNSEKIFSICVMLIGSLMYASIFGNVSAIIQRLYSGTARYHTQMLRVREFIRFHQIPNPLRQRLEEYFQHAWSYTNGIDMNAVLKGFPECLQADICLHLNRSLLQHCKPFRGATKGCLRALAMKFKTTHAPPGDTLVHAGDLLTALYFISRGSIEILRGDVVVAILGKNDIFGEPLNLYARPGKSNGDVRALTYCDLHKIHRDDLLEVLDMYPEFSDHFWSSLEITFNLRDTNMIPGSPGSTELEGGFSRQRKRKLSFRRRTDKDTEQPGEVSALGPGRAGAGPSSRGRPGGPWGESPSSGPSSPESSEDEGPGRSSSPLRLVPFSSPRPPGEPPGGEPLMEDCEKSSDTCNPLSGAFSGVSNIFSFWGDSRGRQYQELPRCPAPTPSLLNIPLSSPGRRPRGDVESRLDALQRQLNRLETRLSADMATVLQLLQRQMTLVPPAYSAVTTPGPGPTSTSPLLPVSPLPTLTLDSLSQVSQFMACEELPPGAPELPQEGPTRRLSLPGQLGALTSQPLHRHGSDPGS
TRPC4 agonist – TRPC4 (mouse) channel activation | hit rate 0.49% among 310,000 | HEK293 TRPC4beta/mu-opioid, Fluo4 calcium fluorescence; stronger effect = higher value | AID 2237 | B-score at 10 µM | Q9QUQ5;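 active = B-score above 5 SD of library B-scores, and initial fluorescence ratio not above library mean plus 5 SD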;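 note: positive B-score marks a calcium rise read as TRPC4 activation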
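System: HEK293 cells stably co-expressing mouse TRPC4beta and mu-opioid receptor; Schedule: Fluo4 dye loading 45 min at room temperature, 110 s recording; Detection: Fluo4 fluorescence, kinetic; Evaluation: B-scored integrated calcium fluorescence ratio; Controls: buffer (low) and maximal DAMGO (high).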
DYRK1A inh – blocks rat Dyrk1A kinase activity | inhibition, % at 12.5 µM | AID 504441 | Q63470 | hit rate 0.43% among 310,000 | ADP-Glo luminescence, NFATc1 peptide; in the data active = inhibition above about 50%;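 note: plate controls were vehicle with enzyme for no effect and no enzyme for full effect; many of its hits are not listed in these tables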
HDAC3 inh – blocks human histone deacetylase 3 | inhibition, % at 8.3 µM | O15379 | recombinant HDAC3, fluorogenic peptide/trypsin coupled, fluorescence | hit rate 0.15% among 320,000; in the data active = inhibition above about 26%, passing the limit was not always enough
KCNQ1 act – potentiates or activates the human KCNQ1 potassium channel | P51787 | CHO-K1 KCNQ1, thallium flux FluxOR fluorescence; stronger effect = higher value | AID 2648 | B-score at 10 µM | hit rate 0.35% among 310,000;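 active = fluorescence ratio B-score, a plate-corrected score, at least three library SD, with initial intensity B-score within 5 SD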
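Medium – assay buffer, equal DMSO in all wells · Material – CHO-K1 cell line with stable KCNQ1 potassium channel expression · Signal – kinetic FluxOR thallium fluorescence, 10-s 1-Hz baseline, 110-s post-stimulus read · Compound – single concentration per compound, DMSO matched to controls · Schedule – 37 °C overnight plating, 90-min dark dye load, 20-min compound pretreatment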
KCNQ1 block – human KCNQ1 channel inhibition. P51787. CHO-K1 KCNQ1, FluxOR thallium flux fluorescence; stronger effect = higher value. B-score at 10 µM. hit rate 1.3% among 310,000;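 active = compounds whose thallium flux B-score, printed positive for inhibition, exceeds three library SD while starting fluorescence stays within three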;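 note: channel opened by potassium depolarization with thallium stimulus after 20 min compound exposure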
KCNK9 inh – blocks the human KCNK9 two-pore domain potassium channel | HEK293 KCNK9, FluxOR thallium flux fluorescence; stronger effect = lower value | B-score at 10 µM | hit rate 1.2% among 310,000;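 active = ratio B-score over 3 SD below the library mean, with starting fluorescence within 5 SD of its mean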;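 note: negative B-score means less thallium flux so channel inhibition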
TRPC4 PAM – allosteric potentiators of mouse TRPC4 channel | hit rate 0.42% among 310,000 | B-score at 10 µM | Q9QUQ5 | AID 2227 | HEK293 TRPC4beta/mu-opioid, DAMGO EC20, Fluo-4 Ca2+ flux; stronger effect = higher value;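 active = B-score of calcium response area above 5 SD of library B-scores, with initial fluorescence ratio within 5 SD of library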;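 note: B-score of integrated fluorescence ratio over time as area under calcium response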
KCNK3 block – human KCNK3 channel inhibition, primary screen; O14649; CHO-KCNK3 thallium flux, FluxOR fluorescence; stronger effect = lower value; hit rate 0.84% among 340,000; B-score at 10 µM;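 active = B-score under library mean minus 4 SD, starting fluorescence ratio at most library mean plus 5 SD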;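 note: more negative B-score means stronger inhibition of thallium flux through KCNK3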
ANO1 activ – activates or potentiates the mouse TMEM16A chloride channel | HEK293 TMEM16A/YFP-H148Q/I152L, iodide quench fluorescence; stronger effect = lower value | Q8BHY3 | B-score at 10 µM | AID 623877 | hit rate 0.3% among 340,000;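 active = fluorescence-ratio B-score plate-corrected deviation score at least 3 library SD below zero, with starting fluorescence score within 5 deviations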;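 note: channel opened by trigger with iodide after compound preincubation; score built on the fluorescence ratio of max minus min over baseline; more negative score means more quench and so TMEM16A activation or potentiation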
Starred values were filed as active, the others as inactive.

How did CC1CCCN(CCCNC(=O)CCn2nc(-c3ccccc3)ccc2=O)C1 (centres undefined) do in these assays?
TMEM16A inh: inactive; hERG protect: -7; TRPC4 agonist: inactive; DYRK1A inh: -11; KCNQ1 act: inactive; KCNQ1 block: inactive; KCNK9 inh: inactive; TRPC4 PAM: 11*; KCNK3 block: inactive; ANO1 activ: inactive

Results for COc1ccccc1C(=O)Nc1ccc(N2CCN(S(C)(=O)=O)CC2)cc1 ?
TMEM16A inh: inactive; hERG protect: -8; TRPC4 agonist: inactive; DYRK1A inh: 3; HDAC3 inh: -3; KCNQ1 act: inactive; KCNQ1 block: inactive; KCNK9 inh: inactive; TRPC4 PAM: inactive; KCNK3 block: inactive; ANO1 activ: inactive

Results for NCC(=O)Nc1ccc(Br)cc1 ?
TMEM16A inh: inactive; hERG protect: -7; TRPC4 agonist: inactive; DYRK1A inh: -12; HDAC3 inh: -7; KCNQ1 act: inactive; KCNQ1 block: inactive; KCNK9 inh: inactive; TRPC4 PAM: inactive; KCNK3 block: inactive; ANO1 activ: inactive

Results for O=C(Nc1ccc2oc(=O)ccc2c1)c1cc([N+](=O)[O-])ccc1N1CCOCC1 ?
TMEM16A inh: inactive; hERG protect: -4; TRPC4 agonist: inactive; DYRK1A inh: -9; HDAC3 inh: 8; KCNQ1 act: inactive; KCNQ1 block: inactive; KCNK9 inh: inactive; TRPC4 PAM: inactive; KCNK3 block: inactive; ANO1 activ: inactive

How did CC(C)OCCCNC(=O)C(Cc1ccccc1)NS(=O)(=O)c1ccc2c(c1)CCC(=O)N2 (centres undefined) do in these assays?
TMEM16A inh: inactive; hERG protect: -13; TRPC4 agonist: inactive; DYRK1A inh: 2; HDAC3 inh: 1; KCNQ1 act: inactive; KCNQ1 block: inactive; KCNK9 inh: inactive; TRPC4 PAM: inactive; KCNK3 block: inactive; ANO1 activ: inactive

How did O=C(/C=C/c1ccc(F)cc1)NCCNC(=O)/C=C/c1ccc(F)cc1 do in these assays?
TMEM16A inh: inactive; hERG protect: -5; TRPC4 agonist: inactive; DYRK1A inh: -2; HDAC3 inh: 2; KCNQ1 act: inactive; KCNQ1 block: inactive; KCNK9 inh: inactive; TRPC4 PAM: inactive; KCNK3 block: inactive; ANO1 activ: inactive

Results for Cc1ccc(S(=O)(=O)N2CCN(C(=O)COC(=O)/C=C/c3ccc(F)cc3)CC2)c(C)c1 ?
TMEM16A inh: inactive; hERG protect: -13; TRPC4 agonist: inactive; DYRK1A inh: 9; HDAC3 inh: -1; KCNQ1 act: inactive; KCNQ1 block: inactive; KCNK9 inh: inactive; TRPC4 PAM: inactive; KCNK3 block: inactive; ANO1 activ: inactive

How did CCn1cc(C(=O)O)c(=O)c2cc(F)c(N3CCN(C(=O)Nc4ccccc4)CC3)cc21 do in these assays?
TMEM16A inh: inactive; hERG protect: -18; TRPC4 agonist: inactive; DYRK1A inh: 4; HDAC3 inh: 1; KCNQ1 act: inactive; KCNQ1 block: inactive; KCNK9 inh: inactive; TRPC4 PAM: inactive; KCNK3 block: inactive; ANO1 activ: inactive

Results for O=C(Nc1ccc2c(c1)OCO2)c1ccc(Cl)s1 ?
TMEM16A inh: inactive; hERG protect: -9; TRPC4 agonist: inactive; DYRK1A inh: -12; HDAC3 inh: 2; KCNQ1 act: inactive; KCNQ1 block: inactive; KCNK9 inh: inactive; TRPC4 PAM: inactive; KCNK3 block: inactive; ANO1 activ: inactive

Results for Cn1c(-c2ccccc2)c(/C=N/NC(=O)c2cccnc2)c2ccccc21 ?
TMEM16A inh: inactive; hERG protect: -6; TRPC4 agonist: inactive; DYRK1A inh: 2; HDAC3 inh: 3; KCNQ1 act: inactive; KCNQ1 block: inactive; KCNK9 inh: inactive; TRPC4 PAM: inactive; KCNK3 block: inactive; ANO1 activ: inactive

Results for Cc1ccc(Cn2c(=N)n(CC(O)COc3ccccc3)c3ccccc32)cc1 (centres undefined) ?
TMEM16A inh: inactive; hERG protect: -24; TRPC4 agonist: 72*; DYRK1A inh: 4; HDAC3 inh: 1; KCNQ1 act: inactive; KCNQ1 block: 6*; KCNK9 inh: -7.6*; TRPC4 PAM: inactive; KCNK3 block: inactive; ANO1 activ: inactive

Results for CCn1nc(NS(=O)(=O)c2ccccc2[N+](=O)[O-])c2cc3ccc(C)cc3nc21 ?
TMEM16A inh: inactive; hERG protect: -11; TRPC4 agonist: inactive; DYRK1A inh: 7; HDAC3 inh: -11; KCNQ1 act: inactive; KCNQ1 block: inactive; KCNK9 inh: inactive; TRPC4 PAM: inactive; KCNK3 block: inactive; ANO1 activ: inactive

Results for Cc1ccc(NC(=O)CSCC(=O)Nc2nnc(C)s2)cc1 ?
TMEM16A inh: inactive; hERG protect: -14; TRPC4 agonist: inactive; DYRK1A inh: -2; HDAC3 inh: 12; KCNQ1 act: inactive; KCNQ1 block: inactive; KCNK9 inh: inactive; TRPC4 PAM: inactive; KCNK3 block: inactive; ANO1 activ: inactive

Results for O=C(COC(=O)c1ccco1)NCc1cccs1 ?
TMEM16A inh: inactive; hERG protect: -4; TRPC4 agonist: inactive; DYRK1A inh: 1; HDAC3 inh: 1; KCNQ1 act: inactive; KCNQ1 block: inactive; KCNK9 inh: inactive; TRPC4 PAM: inactive; KCNK3 block: inactive; ANO1 activ: inactive

What do the screens show for `COc1cccc(/C=N/NC(=O)CSc2ccccc2C)c1O`?
TMEM16A inh: inactive; hERG protect: 0; TRPC4 agonist: inactive; DYRK1A inh: 3; KCNQ1 act: inactive; KCNQ1 block: inactive; KCNK9 inh: inactive; TRPC4 PAM: inactive; KCNK3 block: inactive; ANO1 activ: inactive

How did COC(=O)C1=C(C)NC(C)=C(C(=O)OC)C1C(=O)OCC(=O)Nc1ccc(C(C)=O)cc1 do in these assays?
TMEM16A inh: inactive; hERG protect: -12; TRPC4 agonist: inactive; DYRK1A inh: -10; HDAC3 inh: -2; KCNQ1 act: inactive; KCNQ1 block: inactive; KCNK9 inh: inactive; TRPC4 PAM: inactive; KCNK3 block: inactive; ANO1 activ: inactive

Results for Cc1nc(N2CCCCC2)c2c(C)c(C(=O)Nc3cccc(C(F)(F)F)c3)sc2n1 ?
TMEM16A inh: inactive; hERG protect: -5; TRPC4 agonist: inactive; DYRK1A inh: -40; HDAC3 inh: -9; KCNQ1 act: inactive; KCNQ1 block: 13*; KCNK9 inh: inactive; TRPC4 PAM: inactive; KCNK3 block: -11*; ANO1 activ: inactive

How did CCC1c2ccc(C)n2CCN1C(=O)Nc1ccccc1OC (centres undefined) do in these assays?
TMEM16A inh: inactive; hERG protect: -10; TRPC4 agonist: inactive; DYRK1A inh: -2; HDAC3 inh: 4; KCNQ1 act: inactive; KCNQ1 block: inactive; KCNK9 inh: inactive; TRPC4 PAM: inactive; KCNK3 block: inactive; ANO1 activ: inactive

How did CCc1nc(N2CCN(C(=O)CCl)CC2)c2c3c(sc2n1)CC(C)CC3 (centres undefined) do in these assays?
TMEM16A inh: inactive; hERG protect: -12; TRPC4 agonist: inactive; DYRK1A inh: 6; HDAC3 inh: 9; KCNQ1 act: inactive; KCNQ1 block: inactive; KCNK9 inh: inactive; TRPC4 PAM: inactive; KCNK3 block: inactive; ANO1 activ: inactive

How did Cc1ccc(NC(=O)c2cc(S(=O)(=O)N3CCCCC3)c[nH]2)cc1F do in these assays?
TMEM16A inh: inactive; hERG protect: -11; TRPC4 agonist: inactive; DYRK1A inh: -2; HDAC3 inh: -5; KCNQ1 act: inactive; KCNQ1 block: inactive; KCNK9 inh: inactive; TRPC4 PAM: inactive; KCNK3 block: inactive; ANO1 activ: inactive

What do the screens show for `CC1(C)NC(=O)N(CC(O)COc2ccc(N3C(=O)c4ccccc4C3=O)cc2)C1=O` (centres undefined)?
TMEM16A inh: inactive; hERG protect: -4; TRPC4 agonist: inactive; DYRK1A inh: -1; HDAC3 inh: 7; KCNQ1 act: inactive; KCNQ1 block: inactive; KCNK9 inh: inactive; TRPC4 PAM: inactive; KCNK3 block: inactive; ANO1 activ: inactive

What do the screens show for `Cc1cc(C)cc(NC(=O)[C@H](Cc2c[nH]c3ccccc23)NC(=O)[C@@H]2Cc3ccccc3CN2)c1`?
TMEM16A inh: inactive; hERG protect: -15; TRPC4 agonist: inactive; DYRK1A inh: 8; HDAC3 inh: 6; KCNQ1 act: inactive; KCNQ1 block: inactive; KCNK9 inh: inactive; TRPC4 PAM: inactive; KCNK3 block: inactive; ANO1 activ: inactive

How did Cc1ccc(SCCNC(=O)c2ccc(C)c(S(=O)(=O)Nc3ccccc3C)c2)cc1 do in these assays?
TMEM16A inh: inactive; hERG protect: -2; TRPC4 agonist: inactive; DYRK1A inh: -9; HDAC3 inh: -1; KCNQ1 act: inactive; KCNQ1 block: inactive; KCNK9 inh: inactive; TRPC4 PAM: inactive; KCNK3 block: inactive; ANO1 activ: inactive

Results for COc1ccc(Cl)cc1NC(=O)CCc1nnc2ccc(N3CCN(C)CC3)nn12 ?
TMEM16A inh: inactive; hERG protect: -12; TRPC4 agonist: inactive; DYRK1A inh: 3; HDAC3 inh: 8; KCNQ1 act: inactive; KCNQ1 block: inactive; KCNK9 inh: inactive; TRPC4 PAM: inactive; KCNK3 block: inactive; ANO1 activ: inactive

How did COc1ccc(N(CC(C)C)S(=O)(=O)c2nnc(NC(=O)CC(C)C)s2)cc1 do in these assays?
TMEM16A inh: inactive; hERG protect: 0; TRPC4 agonist: inactive; DYRK1A inh: -5; HDAC3 inh: -3; KCNQ1 act: inactive; KCNQ1 block: inactive; KCNK9 inh: inactive; TRPC4 PAM: inactive; KCNK3 block: inactive; ANO1 activ: inactive

How did COc1ccc(N2CCN(C(=O)NC3CC(=O)N(c4ccc(OC)cc4)C3)CC2)cc1 (centres undefined) do in these assays?
TMEM16A inh: inactive; hERG protect: -7; TRPC4 agonist: inactive; DYRK1A inh: 0; HDAC3 inh: -5; KCNQ1 act: inactive; KCNQ1 block: inactive; KCNK9 inh: inactive; TRPC4 PAM: inactive; KCNK3 block: inactive; ANO1 activ: inactive

What do the screens show for `CC(C)N(C)S(=O)(=O)c1ccc(Cl)c(C(=O)O)c1`?
TMEM16A inh: inactive; hERG protect: -6; TRPC4 agonist: inactive; HDAC3 inh: -4; KCNQ1 act: inactive; KCNQ1 block: inactive; KCNK9 inh: inactive; TRPC4 PAM: inactive; KCNK3 block: inactive; ANO1 activ: inactive

Some of the compounds tested; rates above refer to the full screens.
